From PubChem BioAssay
FUS yeast rescue: rescues growth of FUS-expressing yeast. 390,000 tested, 0.24% active. S. cerevisiae FUS-expressing, growth rescue, OD600, 24 h. AID 1347120. Potency, µM (top dose mostly 76.6 µM), without a hit: at the top dose growth rescue (activation), usual class: activators;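 also: potency is read from the fitted curve at half-maximal effect; plate controls were DMSO vehicle for no effect and reference control for full effect; nearly all actives have a fitted effect of over 55% in size; some results filed as inactive show a strong effect at the top dose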
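Galactose (2%) drives FUS expression in yeast precultured in raffinose; seeding density OD 0.005. Test compounds incubated 24hr at 30C and 99% humidity before absorbance at 600 nm was measured.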
PTHR1 ag: PTHR1 (human) receptor agonism; Q03431; HEK293 GP2 PTHR1 cells, GloSensor cAMP luminescence, 1 h; Potency, µM (series often up to 115 µM), without a hit: at the highest dose activation, usual class: activators; 410,000 tested, 0.075% active; also: potency is read from the fitted curve at half-maximal effect; nearly all actives have a fitted effect of over 55% in size; some results filed as inactive show a strong effect at the top dose; inactives centre near -15; many of its hits are not listed in these tables
Target sequence (Q03431 whole entry, looked up): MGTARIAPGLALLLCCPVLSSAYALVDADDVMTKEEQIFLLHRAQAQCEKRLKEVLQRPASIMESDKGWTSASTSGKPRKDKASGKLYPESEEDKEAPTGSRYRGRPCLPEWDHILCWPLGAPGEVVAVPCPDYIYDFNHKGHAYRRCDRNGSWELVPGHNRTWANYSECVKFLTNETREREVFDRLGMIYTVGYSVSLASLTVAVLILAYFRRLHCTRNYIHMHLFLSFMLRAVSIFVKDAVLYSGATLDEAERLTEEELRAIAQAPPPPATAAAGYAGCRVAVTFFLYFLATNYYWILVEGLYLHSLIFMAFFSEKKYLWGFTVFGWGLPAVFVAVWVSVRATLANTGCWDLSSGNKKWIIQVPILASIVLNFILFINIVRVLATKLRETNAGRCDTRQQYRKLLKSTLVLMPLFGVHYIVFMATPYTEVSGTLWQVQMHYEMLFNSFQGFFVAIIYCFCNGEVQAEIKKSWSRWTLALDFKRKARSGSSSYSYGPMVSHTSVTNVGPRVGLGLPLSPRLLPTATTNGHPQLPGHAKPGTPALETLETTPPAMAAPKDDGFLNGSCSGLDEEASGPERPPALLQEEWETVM
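HEK-293-derived GP2 cells expressing PTHR1 and a GloSensor cAMP reporter, 3,000/well, plated overnight, given luciferin plus IBMX (each 0.5 mM as added) for 1 h at 37 °C, then compound for 1 h at 37 °C. Luminescence was read after 15 min at room temperature.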
aSyn rescue: alpha-synuclein toxicity inhibition in yeast; Yeast expressing alpha-synuclein, growth rescue, BacTiter-Glo, 24 h; 370,000 tested, 0.14% active; Potency, µM (doses to about 46.1 µM), for the others: at the top dose growth rescue (activation), usual class: activators; AID 652106; also: potency is read from the fitted curve at half-maximal effect; % of control where 0% means no effect; nearly all actives have a fitted effect of over 65% in size
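Screening used galactose-induced yeast with toxic alpha-synuclein levels, exposed to compound for 24 hr at 30 deg C. Cell growth, read with BacTiter-Glo luminescence, gave the measured signal.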
TDP43 rescue: TDP-43 toxicity inhibition in yeast; Potency, µM (titrated, usually from 46.1 µM), for the others: at the highest dose growth rescue (activation), hits mostly activators; TDP-43 expressing yeast growth rescue, BacTiter-Glo, 24 h; 410,000 tested, 1.8% active; also: potency is read from the fitted curve at half-maximal effect; % of control where 0% means no effect; nearly all actives have a fitted effect of over 50% in size
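Yeast cells expressing TDP-43 under galactose induction are exposed to compounds for 24 hr at 30 deg C. BacTiter-Glo luminescence measures growth, so protective compounds score as activators.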
Abeta yeast res: A-beta toxicity reversal in yeast. yeast expressing A-beta42, growth rescue, OD600, 48 h; response scale: 0% DMSO, 100% iron-clioquinol control. Potency, µM (top dose mostly 46.1 µM), inactives show at the highest dose growth rescue, most hits filed as activators. 410,000 tested, 0.063% active. AID 1347071; also: potency is read from the fitted curve at half-maximal effect; nearly all actives have a fitted effect of over 55% in size
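Growth rescue measured by 600 nm absorbance after 48 h yeast culture at 30 C with compound. Values normalized between DMSO and an equimolar ferric chloride plus clioquinol control.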
GLP-1R inv ag: acts as inverse agonist at human GLP-1 receptor; HEK293 GLP-1R CRE-luciferase, luminescence, 24 h; GLP-1R form is constitutively active; Potency, µM (titrated, usually from 38.3 µM), for inactives: top-dose activity change, negative = inhibition, actives largely listed as inhibitors; 410,000 tested, 1.6% active; AID 624417; also: potency is read from the fitted curve at half-maximal effect; % is scaled to controls: 0 for no effect and ±100 for the full control effect; nearly all actives have a fitted effect of over 55% in size
Target sequence (P43220 whole entry, looked up): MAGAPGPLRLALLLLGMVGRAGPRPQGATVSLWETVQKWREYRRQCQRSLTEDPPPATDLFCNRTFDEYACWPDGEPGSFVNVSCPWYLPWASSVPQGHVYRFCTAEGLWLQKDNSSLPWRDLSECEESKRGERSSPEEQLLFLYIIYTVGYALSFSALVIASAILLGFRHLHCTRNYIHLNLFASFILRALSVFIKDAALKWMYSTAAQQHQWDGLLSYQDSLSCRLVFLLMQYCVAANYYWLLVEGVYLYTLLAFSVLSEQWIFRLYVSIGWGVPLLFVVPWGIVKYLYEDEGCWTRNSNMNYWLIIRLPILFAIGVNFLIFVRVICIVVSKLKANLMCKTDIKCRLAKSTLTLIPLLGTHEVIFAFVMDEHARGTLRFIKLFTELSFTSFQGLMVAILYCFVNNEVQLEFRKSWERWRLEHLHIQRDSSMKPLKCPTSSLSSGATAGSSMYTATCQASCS
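Assay principle: reduced luminescence from a cAMP-responsive reporter in HEK293 cells co-expressing a constitutively active GLP-1R. Conditions: 24 hr compound incubation, 37 deg C, 5% CO2.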
Akt phos inh: blocks phosphorylation of Akt; Neuro2A IGF-stimulated pAkt S473 HTRF, 20 min; active compounds read low; activity change, % for hits at 50 µM; 360,000 tested, 0.32% active; AID 651550; in the data active = activity change below about -80%; inconclusive = mostly about -51% to -80%; also: % is scaled to controls: 0 for no effect and ±100 for the full control effect
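Single-point screen (50 µM final compound) in Neuro2A cells stimulated 20 min with 6 nM IGF at 37 deg C. After lysis, Ser473-phosphorylated Akt read by HTRF (ex 330 nm, em 615/665 nm) as the 665/615 ratio.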
D3 antag: antagonists of human D3 dopamine receptor | D3R cells, DiscoveRx beta-arrestin luminescence, antagonist mode; active compounds read low | max response, negative = inhibition, % | AID 652054 | 360,000 tested, 2.5% active; in the data active = max response below about -50%; inconclusive = no clear call, values can overlap the other calls; also: % is scaled to controls: 0 for no effect and ±100 for the full control effect; mostly tested at two doses, the higher about 12 µM
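Cells expressing the human receptor were seeded at 1500 cells/well, incubated overnight at 37 degrees C in 5% CO2, then exposed to library compounds with dopamine controls for 90 minutes at 37 degrees C before luminescent detection.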
GLP-1R agonist: agonists of human GLP-1 receptor | HEK293 GLP-1R CRE-luciferase, luminescence, 4-6 h; cells express a hypersensitive GLP-1R form | Potency, µM (titrated, usually from 45.6 µM), for inactives: top-dose activation, usual class: activators | 380,000 tested, 0.007% active | AID 624172; also: potency is read from the fitted curve at half-maximal effect; % of control where 0% means no effect
Active calls of the source: *; i = inactive; ? = inconclusive; . = not tested or not shown; [ ] = remark or other dose. Unless noted, calls follow the shape of the dose curve; as a rule, active = well fitted curve in the direction sought with a large enough effect; inconclusive = small, poorly fitted or top-dose-only effect, or another doubt; inactive = no such curve, though single readings can be large; an effect the other way counts as inactive or inconclusive.

(1) CCOC(=O)CC1C(=O)NCCN1C(=O)c1c(F)cccc1F (stereo not given)
(2) O=C(NC1CCCN(c2ccc(C(F)(F)F)cn2)C1)c1ccncc1 (stereo not given)
(3) O=[N+]([O-])c1ccccc1-c1ccc(C(=S)N2CCCCC2)o1
(4) COc1ccc(C2C(C(N)=O)=C(C)Nc3nc(-c4ccccc4OC)nn32)cc1OC (stereo not given)
(5) COc1ccc(OC)c(NC(=O)CCn2cccn2)c1
(6) Cc1ccc(NS(=O)(=O)c2ccc(NC(=O)CSc3ccc(Cl)cc3)cc2)c(C)c1
(7) CC(C)(C)c1ccc(S(=O)(=O)C(C)(C)C)cc1
(8) O=C(Nc1ccsc1C(=O)O)c1cccc(Oc2ccccc2)c1

Screen / compound no.	1	2	3	4	5	6	7	8
FUS yeast rescue	9%	22%	-6%	24%	1%	15%	-14%	9%
PTHR1 ag	-2%[57.5 µM]	i	-34%[inhibitor]	0%[57.5 µM]	14%	i	-59%[inhibitor]	-42%[inhibitor]
aSyn rescue	-1%	?	4%	-10%	.	4%	5%	5%
TDP43 rescue	13%	?	?	11%	20%	2%	14%	-1%
Abeta yeast res	-2%	14%	9%	-4%	-3%	12%	7%	0%
GLP-1R inv ag	-7%	-8%	?	0%	6%	?	2%	?
Akt phos inh	i	i	i	i	.	i	i	i
D3 antag	9	-2	-9	9	.	22	5	9
GLP-1R agonist	-12%	-5%	20%	3%	.	-1%	4%	-1%

(9) COc1ccc(OC)c(S(=O)(=O)N2CCC(C(=O)N3CCCCCC3)CC2)c1
(10) CCn1c(-c2nn(C)c(C)c2Cl)n[nH]c1=S
(11) CCN(CC)S(=O)(=O)c1ccc2c(c1)nc(CN(C)C(=O)Nc1cccc(Cl)c1)n2C
(12) O=S(=O)(c1ccccc1)n1ccc(-c2cnc(-c3ccccc3)s2)n1
(13) CC(CC1CC(C)(C)OC1=O)C(=O)Nc1ccc([N+](=O)[O-])cc1 (stereo not given)
(14) O=C(N/N=C/c1cc([N+](=O)[O-])ccc1Cl)c1cnccn1
(15) CCOc1ccc(OCC)c(NC(=O)CSc2nc3cccnc3n2C)c1
(16) Cn1ccnc1SCC(=O)Nc1cccc(C#N)c1

Screen / compound no.	9	10	11	12	13	14	15	16
FUS yeast rescue	-5%	-1%	16%	14%	0%	32%	?	-5%
PTHR1 ag	-8%	-13%[57.5 µM]	-4%	-47%[inhibitor]	i	-13%	-21%	i
aSyn rescue	-2%	-1%	.	1%	9%	1%	-1%	4%[1.84 µM]
TDP43 rescue	-7%	-2%	-16%	0%	-1%	-8%[9.22 µM]	?	5%
Abeta yeast res	9%	9%	-17%	14%	-17%	-5%	-18%	-6%
GLP-1R inv ag	-5%	49%[activator]	-9%	0%	-10%	?	31%[activator]	8%
Akt phos inh	i	i	.	i	i	i	i	i
D3 antag	4	-9	.	-11	-6	-20	36	4
GLP-1R agonist	4%	4%	.	4%	3%	4%	?	16%

(17) CCN(CC)CCN1C(=O)C(=O)/C(=C(/O)c2c(C)[nH]c(C(=O)OC)c2C)C1c1cccc(OC)c1 (stereo not given)
(18) O=C1c2ccccc2S(=O)(=O)c2cc(N3CCC(C(=O)N4CCCCC4)CC3)ccc21
(19) CC(C)NC(=O)C1(C)CSCC(=O)N1C1CC1 (stereo not given)
(20) COc1ccc(C(=O)N2CCN(CCNC(=O)C(=O)Nc3ccc(F)cc3)CC2)cc1
(21) COc1ccc(Br)cc1CNC(=O)CCc1nc(-c2ccc(C)cc2)no1
(22) COc1ccc(C(CC(=O)N2CCCC2)c2c(OC)cc(OC)c3ccc(=O)oc23)cc1 (stereo not given)
(23) Cc1cccc(NC(=O)CNC(=O)c2cccc(S(=O)(=O)NCc3cccs3)c2)c1C
(24) CN(c1nc(-c2ccccc2)cs1)C1CCS(=O)(=O)C1 (stereo not given)

Screen / compound no.	17	18	19	20	21	22	23	24
FUS yeast rescue	25%	-22%	-10%	-12%	-4%	20%	-2%	5%
PTHR1 ag	i	-26%	-4%	-26%	-15%	0%	-41%[inhibitor]	-9%[57.5 µM]
aSyn rescue	5%	1%	4%	-7%	-1%	4%	-10%	3%
TDP43 rescue	-12%	9%	-12%	6%	4%	5%	25%	-1%
Abeta yeast res	14%	8%	-2%	2%	4%	-1%	-3%	17%
GLP-1R inv ag	-13%	50%[activator]	4%	3%	-20%	51%[activator]	?	6%
Akt phos inh	i	i	i	i	i	i	i	i
D3 antag	?	49	11	-9	40	-11	7	-9
GLP-1R agonist	2%	9%	.	7%	16%	12%	-6%	6%

(25) C[C@@H]1CN([C@H](C)CO)C(=O)CCCn2nncc2CO[C@H]1CN(C)Cc1ccc(C(F)(F)F)cc1
(26) Cc1c(C)c2c(c(C)c1O)CCC(C)(C(=O)O)O2 (stereo not given)
(27) CC(Oc1cccc(Br)c1)C(=O)NNC(=O)CCS(=O)(=O)c1ccccc1 (stereo not given)
(28) COc1cccc(-c2csc(N3CCN(C(=S)Nc4ccccc4OC)CC3)n2)c1
(29) O=C(Nc1ccon1)c1cnc2sccn2c1=O
(30) COc1ccc(NC(=O)C2CCCCC2)cc1S(=O)(=O)N1CCOCC1
(31) CCC(=O)Nc1ccc2c(c1)nc(CCN1CCC(C)CC1)n2C
(32) O=C(NCC1CCCO1)C(c1cccs1)N(Cc1ccccc1)C(=O)c1ccc(-c2ccccc2)[nH]1 (stereo not given)

Screen / compound no.	25	26	27	28	29	30	31	32
FUS yeast rescue	-29%	-30%	-16%	17%	18%	4%	-33%	.
PTHR1 ag	-18%	-11%	i	-16%[57.5 µM]	i	i	-21%	-8%
aSyn rescue	-1%	-2%	8%	-4%	-8%	-4%	12%	4%
TDP43 rescue	5%	10%	16%	?	23%	-9%	-3%	16µM*
Abeta yeast res	1%	-18%	-5%	25%	-2%	4%	-6%	13%
GLP-1R inv ag	7%	11%	-2%	?	17%	5%	14%	?
Akt phos inh	i	i	i	i	i	i	i	i
D3 antag	-9	9	1	7	-13	0	-20	-9
GLP-1R agonist	12%	2%	-4%	-1%	-5%	10%	-2%	0%

An excerpt from the list above, for reference:
(31) CCC(=O)Nc1ccc2c(c1)nc(CCN1CCC(C)CC1)n2C
(32) O=C(NCC1CCCO1)C(c1cccs1)N(Cc1ccccc1)C(=O)c1ccc(-c2ccccc2)[nH]1 (stereo not given)

Screen / compound no.	31	32
FUS yeast rescue	-33%	.
PTHR1 ag	-21%	-8%
aSyn rescue	12%	4%
TDP43 rescue	-3%	16µM*
Abeta yeast res	-6%	13%
GLP-1R inv ag	14%	?
Akt phos inh	i	i
D3 antag	-20	-9
GLP-1R agonist	-2%	0%

Structures listed so far that have an NH in an aromatic ring, in the order listed:
(10) CCn1c(-c2nn(C)c(C)c2Cl)n[nH]c1=S
(17) CCN(CC)CCN1C(=O)C(=O)/C(=C(/O)c2c(C)[nH]c(C(=O)OC)c2C)C1c1cccc(OC)c1 (stereo not given)
(32) O=C(NCC1CCCO1)C(c1cccs1)N(Cc1ccccc1)C(=O)c1ccc(-c2ccccc2)[nH]1 (stereo not given)

Screen / compound no.	10	17	32
FUS yeast rescue	-1%	25%	.
PTHR1 ag	-13%[57.5 µM]	i	-8%
aSyn rescue	-1%	5%	4%
TDP43 rescue	-2%	-12%	16µM*
Abeta yeast res	9%	14%	13%
GLP-1R inv ag	49%[activator]	-13%	?
Akt phos inh	i	i	i
D3 antag	-9	?	-9
GLP-1R agonist	4%	2%	0%

The list continues.
(33) O=C(COC(=O)C1CC(=O)N(CCc2ccccc2)C1)c1ccc[nH]1 (stereo not given)
(34) CCc1ccc(NC(=O)C2CCN(S(=O)(=O)c3c(C)[nH]c(=O)[nH]c3=O)CC2)cc1
(35) O=C1CSC(c2cn(-c3ccccc3)nc2-c2cc3ccccc3o2)N1Cc1ccccc1 (stereo not given)
(36) CCOC(=O)c1sc2nc(C)nc(SCC(=O)N(CC)C3CCS(=O)(=O)C3)c2c1C (stereo not given)
(37) COc1ccccc1NC(=O)C(C)OC(=O)CCNS(=O)(=O)c1ccc(C)c(C)c1 (stereo not given)
(38) CN(Cc1ccccc1)C(=O)C1CCN(Cc2cc3ccccc3n2Cc2ccccc2)CC1
(39) COc1cc(/C=N/NC(=S)NCC2CCCO2)cc(OC)c1OC (stereo not given)
(40) CN1/C(=C\C(=O)COC(=O)CNC(=O)c2ccccc2F)C(C)(C)c2ccccc21

Screen / compound no.	33	34	35	36	37	38	39	40
FUS yeast rescue	.	17%	-1%	-20%	12%	5%	10%	0%
PTHR1 ag	i	-21%[57.5 µM]	i	-63%[inhibitor]	-63%[inhibitor]	-4%	i	-8%
aSyn rescue	1%	-6%	14%	?	5%	.	-2%	3%
TDP43 rescue	-4%	-10%	-16%	-2%	-8%	14%	8%	22%
Abeta yeast res	13%	2%	-2%	7%	7%	0%	8%	-4%
GLP-1R inv ag	7%	1%	?	26%	-5%	10µM*	57%[activator]	1%
Akt phos inh	i	.	i	i	i	.	i	i
D3 antag	-14	33	5	9	-20	.	-4	4
GLP-1R agonist	0%	-1%	-1%	0%	-1%	.	24%	6%

(41) O=C(O)CSc1nc2ccccc2o1
(42) CC(=O)Nc1ccc(S[C@@H](CCN2CC[C@H](C(C)(C)C)CCC2=O)c2ccccc2)cc1
(43) CC1(C(=O)NS(=O)(=O)c2ccc(F)cc2F)CCN1C(=O)Cc1cc(F)ccc1F (stereo not given)
(44) COc1cccc(C(=O)OCC(=O)Nc2ccc3c(c2)OCCO3)c1

Screen / compound no.	41	42	43	44
FUS yeast rescue	16%	?	-22%	12%
PTHR1 ag	i	-13%	i	i
aSyn rescue	0%	7%	-2%	9%
TDP43 rescue	2%	27%	17%	-10%
Abeta yeast res	14%	6%	-8%	3%
GLP-1R inv ag	4%	?	11%	0%
Akt phos inh	i	i	i	i
D3 antag	15	-7	?	-7
GLP-1R agonist	4%	1%	-6%	15%

This is a subset; rates above refer to the full screens.
